High-throughput results deposited in PubChem BioAssay by several laboratories.
UGM FP inh – M. tuberculosis UGM enzyme inhibitors, primary screen, biochemical, fluorescence polarization, single point | inhibition, % at 10 µM | purified UGM, fluorescence polarization probe displacement | 320,000 compounds, 0.06% hits | UDP-galactopyranose mutase (Mycobacterium tuberculosis (strain ATCC 25618 / H37Rv)), … | AID 504406, 2011; in the data active = inhibition above about 10%, passing the limit was not always enough; inconclusive = no clear call, values can overlap the other calls
BoNT A protease – BoNT/A light chain protease inhibitors, primary screen, biochemical, flow cytometry, MLPCN library. Botulinum neurotoxin type A light chain protease (Clostridium botulinum A str. ATCC 3502). multiplex microsphere protease substrate cleavage. inhibition, % at 10 µM. 360,000 compounds, 0.17% hits; note: plate controls were buffer without enzyme for full effect and enzyme alone for no effect
GDH-TPI inh – GDH-TPI coupling enzyme inhibitors, primary screen, artefact control for M. tuberculosis FBA inhibitor project, biochemical, absorbance, full deck; 360,000 compounds, 1.2% hits; GDH-TPI coupled enzyme counterscreen, NADH absorbance; inhibition, % at 4.8 µM; in the data active = inhibition above about 30%;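 note: 0% = DMSO wells and 100% = wells lacking the enzyme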
BioA inh – M. tuberculosis BioA enzyme inhibitors, primary screen, biochemical, plate reader, single point, HTS. purified M. tuberculosis BioA enzyme. inhibition, % at 9.99 µM. 360,000 compounds, 0.096% hits. 7,8-diaminopelargonic acid synthase BioA (Mycobacterium tuberculosis). AID 602481, 2012; in the data active = inhibition above about 40%; inconclusive = no clear call, values can overlap the other calls
FadD28 binding – inhibitors of FadD28 bisubstrate probe binding, primary screen, biochemical, fluorescence polarization, single point | Mycobacterium tuberculosis FadD28 fatty-acid-AMP ligase | inhibition, % at 12.5 µM | 360,000 compounds, 0.22% hits | AID 588549, 2011; in the data active = inhibition above about 8.5%, passing the limit was not always enough; inconclusive = no clear call, values can overlap the other calls
Mtb FBA inh – Mtb FBA enzyme inhibitors, primary screen, biochemical, fluorescence, strain H37Rv | purified M. tuberculosis FBA, fluorescence read-out | inhibition, % at 1 µM | 360,000 compounds, 2.3% hits | Fructose-bisphosphate aldolase (Mycobacterium tuberculosis (strain ATCC 25618 / H37Rv)), …; in the data active = inhibition above about 27%;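 note: 0% = vehicle and 100% = reference inhibitor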
PfHsp40 yeast – rescue of yeast from PfHsp40 toxicity, primary screen, S. cerevisiae, ATP luminescence; S. cerevisiae expressing PfHsp40, growth rescue; growth rescue, % at 12.5 µM; 340,000 compounds, 0.68% hits; AID 504582, 2011; in the data active = growth rescue above about 28%, passing the limit was not always enough; inconclusive = no clear call, values can overlap the other calls;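 note: yeast W303a lacking pdr1 and pdr3 grown in galactose medium; growth measured after three days at 30 °C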
Anthrax LF prot – Bacillus anthracis LF protease inhibitors, primary screen, biochemical, multiplex microsphere, MLPCN library; Lethal factor (Bacillus anthracis), P15917; inhibition, % at 10 µM; AID 588501, 2011; multiplex microsphere protease cleavage assay; 360,000 compounds, 0.12% hits; note: plate controls were buffer without enzyme for full effect and enzyme alone for no effect
Target sequence (P15917 whole entry, looked up): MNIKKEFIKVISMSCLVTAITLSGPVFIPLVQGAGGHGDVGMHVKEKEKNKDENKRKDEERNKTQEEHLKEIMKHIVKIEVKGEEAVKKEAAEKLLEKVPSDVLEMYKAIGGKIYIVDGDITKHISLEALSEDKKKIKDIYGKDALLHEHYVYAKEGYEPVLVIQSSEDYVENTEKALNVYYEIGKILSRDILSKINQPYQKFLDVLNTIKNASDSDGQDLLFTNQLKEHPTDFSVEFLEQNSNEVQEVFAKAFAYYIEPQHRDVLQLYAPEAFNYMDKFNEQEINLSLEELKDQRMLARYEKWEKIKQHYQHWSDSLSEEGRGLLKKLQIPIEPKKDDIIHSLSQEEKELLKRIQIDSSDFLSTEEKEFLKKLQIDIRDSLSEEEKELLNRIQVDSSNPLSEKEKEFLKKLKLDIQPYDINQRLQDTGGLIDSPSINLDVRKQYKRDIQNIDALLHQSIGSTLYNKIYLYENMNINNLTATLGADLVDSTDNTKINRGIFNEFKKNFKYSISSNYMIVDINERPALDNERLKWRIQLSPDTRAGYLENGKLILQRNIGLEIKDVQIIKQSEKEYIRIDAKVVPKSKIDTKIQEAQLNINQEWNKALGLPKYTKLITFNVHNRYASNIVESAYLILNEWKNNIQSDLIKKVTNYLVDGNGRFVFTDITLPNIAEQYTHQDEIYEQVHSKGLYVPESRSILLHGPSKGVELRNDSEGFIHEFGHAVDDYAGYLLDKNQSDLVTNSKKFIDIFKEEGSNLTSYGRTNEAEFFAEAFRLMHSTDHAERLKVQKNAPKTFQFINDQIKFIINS
BoNT F protease – BoNT/F light chain protease inhibitors, primary screen, biochemical, flow cytometry, MLPCN library; Botulinum neurotoxin type F light chain protease (Clostridium botulinum); Multiplex microsphere protease cleavage assay; inhibition, % at 10 µM; 360,000 compounds, 0.22% hits; AID 588497, 2011; in the data active = inhibition above about 35%, passing the limit was not always enough; inconclusive = no clear call, values can overlap the other calls; note: plate controls were buffer without enzyme for full effect and enzyme alone for no effect
* hit, by the source's call; ? = inconclusive; · = no result given; & = joins results of further samples. Cut-off read from the data, not from the text of the source, unless noted: active = inhibition above about 30%; inconclusive = no clear call, values can overlap the other calls; inactive = below that. Rows were taken by chance, and some 4.7% of all compounds hit somewhere here.

SMILES | UGM FP inh | BoNT A protease | GDH-TPI inh | BioA inh | FadD28 binding | Mtb FBA inh | PfHsp40 yeast | Anthrax LF prot | BoNT F protease
O=C(Nc1nc2ccccc2s1)C1CCCO1 (configuration not stated) | -5.5 | 4.0 | 12 | -0.5 | 0.2 | 0 | 0.0 | 10 | 8
CC(=O)Nc1ccc(C2=NNC(=Nc3cccc(S(=O)(=O)N(C)C)c3)SC2)cc1 | -1.0 | 0.8 | 14 | · | 0.3 | 2 | -1.0 | 2 | -4
O=C(NCc1cccnc1)C(=O)NCC(c1ccco1)N1CCN(c2ccccc2)CC1 (configuration not stated) | -2.7 | -0.6 | -2 | 0.1 | -3.2 | -1 | 0.1 | 2 | 1
Cc1ccc(C)c(OCC(=O)NC(Cc2c[nH]c3ccccc23)C(=O)O)c1 (configuration not stated) | 4.1 | 1.1 | -2 | · | 0.8 | -1 | -1.6 | -3 | -1
COc1ccc(CC(=O)NCCS(=O)(=O)N2CCN(c3ccccc3)CC2)cc1OC | 0.7 | · | 7 | -1.0 | -1.5 | 0 | -0.9 | · | ·
C/C(=N\Nc1ccc(Cl)c(Cl)c1)c1ccc(-n2ccnc2)cc1 | -2.2 | -1.2 | 10 | · | -3.2 | -2 | ? | -3 | -8
CCOC(=O)N1CCN(c2c(N3CCOCC3)c(=O)c2=O)CC1 | 0.9 | -0.1 | 11 | 0.9 | -0.6 | 2 | 0.9 | -1 | -4
O=C(Nc1c2c(nn1-c1ccccc1)CS(=O)C2)c1ccc(Br)o1 (configuration not stated) | -2.9 | 0.5 | -20 | 0.0 | -2.8 | -5 | -0.2 | -3 | 4
CCC(C)[C@H]1CNCCN1CCCc1cc(OC)c(OC)c(OC)c1 (some centres not stated) | 3.0 | -0.2 | -9 | -2.3 | -2.7 | 1 | -0.5 | -9 | -7
O=C(O)c1sccc1OCc1ccccc1 | -2.8 | 0.5 | -9 | · | -3.2 | 2 | 0.1 | -1 | -4
Cc1ccc(C(=O)OCC(=O)N2CCC(C)CC2)cc1S(=O)(=O)N1CCCCC1 | -0.1 | 0.6 | 9 | 2.7 | -4.6 | -1 | -0.3 | 1 | 2
OCCCc1nc2n(n1)C(c1ccccc1)C=C(c1ccccc1)N2 (configuration not stated) | 0.0 | -0.9 | 7 | -1.4 | -2.9 | 11 | -0.6 | 0 | -7
CCN(C(=O)CSc1cccc[n+]1[O-])C1CCCCC1 | -3.7 | -0.5 | 3 | 2.9 | -3.7 | -2 | -1.2 | -6 | 8
CN(Cc1nccn1C)C(=O)CC1C(=O)NCCN1Cc1ccccc1C(F)(F)F (configuration not stated) | -0.4 | -0.1 | 10 | 1.0 | -0.1 | 1 | 0.9 | -3 | -2
Cc1cccc(OCC(O)CN2CCN(S(=O)(=O)c3ccc(C)cc3C)CC2)c1 (configuration not stated) | 0.0 | -2.8 | 1 | 0.3 | -1.8 | -2 | 0.7 | -5 | -11
Cn1c(C(C(=O)NCC2CCCO2)N(C(=O)Cn2nnc3ccccc32)C2CCCCC2)nc2ccccc21 (configuration not stated) | -0.4 | -1.5 | -8 | -0.1 | -4.6 | 0 | 1.2 | 0 | -1
CC(C)c1ccc(OCC(O)CN2CCCC2)cc1 (configuration not stated) | 0.8 | -1.5 | -6 | 0.4 | -2.8 | 0 | -1.8 | 12 | ?
COc1ccc(CN2CCN(S(=O)(=O)c3ccc(NC(C)=O)cc3)CC2)cc1 | -2.0 | -1.0 | 3 | 0.0 | -3.9 | -1 | -1.4 | -1 | -6
CN(C(=O)COn1nnc2ccc(S(=O)(=O)N3CCOCC3)cc21)c1ccccc1 | -0.6 | 0.7 | 9 | 0.5 | 0.0 | 0 | 0.4 | 4 | 6
C/C(=N\Nc1ccc([N+](=O)[O-])cc1)c1ccco1 | 0.7 | -0.3 | 14 | · | 0.0 | -14 | 64* | 1 | -2
CCCOC(c1ccccc1)(c1ccc(C(F)(F)F)cc1)C(Oc1nc(C)cc(C)n1)C(=O)O (configuration not stated) | -2.4 | -4.7 | 9 | -1.4 | -0.3 | 2 | 2.2 | -16 | 1
CN(C(=O)COC(=O)c1ccc([N+](=O)[O-])cc1)c1ccccc1 | 1.1 | -0.5 | 3 | · | -0.6 | -2 | 0.3 | 1 | 7
O=S(=O)(N/N=C/c1cccc(OC2CSC2)c1)c1ccccc1 | 0.8 | 1.9 | 5 | 0.3 | -3.6 | -3 | 1.0 | 4 | 15
Cc1noc(C)c1C(=O)Nc1ccc(F)cc1F | · | 0.8 | 7 | 0.2 | -1.6 | 7 | 1.9 | -4 | 3
COc1ccccc1N1CCN(Cc2ccc(C(=O)O)cc2)CC1 | 3.3 | 5.3 | 14 | -1.3 | -1.0 | -1 | -3.1 | -15 | ?
C/C(=N\O)C(C)(C)Nc1ccc(Br)cc1 | -1.7 | · | 5 | · | 0.3 | -3 | 0.3 | · | ·
COc1ccc(CNS(=O)(=O)c2ccc(C3CNC(=O)C3)cc2)cc1 (configuration not stated) | 1.3 | -0.8 | 14 | -1.5 | -4.2 | 0 | -0.1 | -1 | -5
CSCCCN1CCCC(CO)(Cc2ccc(F)cc2)C1 (configuration not stated) | 1.4 | · | 8 | -0.6 | -3.1 | 0 | -0.7 | · | ·
N/C(=N\OS(=O)(=O)c1ccc(Cl)cc1)c1cccnc1 | 2.8 | 0.8 | -10 | 1.2 | -2.4 | -1 | 0.5 | -2 | -2
CC(C)(C)N(Cc1ccccc1)C(=O)CSc1ncn[nH]1 | 0.4 | 0.2 | 10 | -1.0 | -0.5 | -4 | -0.2 | -1 | 6
Cc1ccc(C)c(NC(=O)CN(C)C(=O)Cc2coc3cc(C)c(C)cc23)c1 | 1.8 | 2.2 | -1 | -0.8 | -0.8 | 3 | -0.6 | -1 | 6
CCc1nc(SCC(=O)Nc2ccccc2C)n[nH]1 | 1.2 | -0.1 | 1 | 0.7 | -1.7 | -3 | 1.1 | -2 | 2
COc1cccc(C2=CC(=O)CC(C)(C)C2)n1 | 0.6 | -0.4 | 8 | 1.2 | -2.1 | -3 | 6.3 | -7 | -6
Cn1c(CNC2CCCCC2)c(C#N)c2ccccc21 | -0.5 | 0.3 | -10 | 1.7 | -5.7 | 0 | -1.2 | 1 | 14
CCCNC(=O)c1nc(C)n(-c2cc(Cl)ccc2Cl)n1 | -2.7 | -1.5 | 2 | · | -0.8 | 2 | -1.1 | -2 | -8
COc1ccccc1/C=N/NC(=S)Nc1cccnc1 | 0.4 | -1.1 | 27 | · | 0.3 | 3 | · | 2 | 5
CN(C(=O)COC(=O)CSc1ccccc1)c1c(N)n(Cc2ccccc2)c(=O)[nH]c1=O | · | 0.3 | 12 | -1.3 | -1.3 | 5 | · | -1 | -9
COC(=O)c1cn(CCOc2ccc(C)cc2)c2ccccc12 | 1.8 | -1.9 | 16 | 0.4 | -1.2 | 1 | 1.6 | -3 | -3
Cc1cc(C)n(-c2ccc(C(=O)OCC(=O)Nc3ccc(S(N)(=O)=O)cc3)cc2)n1 | 1.9 | -0.9 | -2 | -0.9 | -3.4 | -1 | -0.6 | -8 | -2
Cc1cc(-c2ccc(C)c(S(=O)(=O)NCCCN(Cc3ccccc3)C(C)C)c2)on1 | 0.3 | -0.1 | 9 | 0.1 | -2.5 | 1 | -1.6 | -1 | 5

Some of these compounds in order of formula weight, lowest first.
SMILES | UGM FP inh | BoNT A protease | GDH-TPI inh | BioA inh | FadD28 binding | Mtb FBA inh | PfHsp40 yeast | Anthrax LF prot | BoNT F protease
C/C(=N\O)C(C)(C)Nc1ccc(Br)cc1 | -1.7 | · | 5 | · | 0.3 | -3 | 0.3 | · | ·
CCc1nc(SCC(=O)Nc2ccccc2C)n[nH]1 | 1.2 | -0.1 | 1 | 0.7 | -1.7 | -3 | 1.1 | -2 | 2
COc1ccccc1/C=N/NC(=S)Nc1cccnc1 | 0.4 | -1.1 | 27 | · | 0.3 | 3 | · | 2 | 5
COC(=O)c1cn(CCOc2ccc(C)cc2)c2ccccc12 | 1.8 | -1.9 | 16 | 0.4 | -1.2 | 1 | 1.6 | -3 | -3
Cc1cc(C)n(-c2ccc(C(=O)OCC(=O)Nc3ccc(S(N)(=O)=O)cc3)cc2)n1 | 1.9 | -0.9 | -2 | -0.9 | -3.4 | -1 | -0.6 | -8 | -2

Further results follow:
SMILES | UGM FP inh | BoNT A protease | GDH-TPI inh | BioA inh | FadD28 binding | Mtb FBA inh | PfHsp40 yeast | Anthrax LF prot | BoNT F protease
CN(C)CCCN1C(=O)c2oc3ccc(F)cc3c(=O)c2C1c1cccnc1 (configuration not stated) | -3.3 | 0.7 | 0 | 2.6 | -2.1 | 4 | -1.6 | 7 | -3
O=C(COC(=O)CN1C(=O)c2cccc([N+](=O)[O-])c2C1=O)NC1CCS(=O)(=O)C1 (configuration not stated) | -1.3 | -1.1 | -10 | · | -4.6 | -3 | -0.4 | -1 | -5
Cc1noc(C)c1NC(=O)N(C)C[C@H]1Oc2ccc(NC(=O)Nc3ccc4c(c3)OCO4)cc2C(=O)N([C@H](C)CO)C[C@@H]1C | 0.1 | -0.8 | -1 | -2.1&-0.4 | 1.9 | 4 | 0.3 | -5 | -12
CC(SCc1ccccc1)C(=O)N/N=C/c1cc2c(cc1Br)OCO2 (configuration not stated) | 0.6 | -0.1 | 24 | -0.1 | -0.7 | 0 | 4.4 | 0 | -10
Cn1c(Oc2ccncc2)nc2cc(-c3ccsc3)sc2c1=O | · | -0.1 | 19 | -0.6 | -5.4 | 1 | · | 0 | 8
COc1ccccc1OCCNC(=O)c1cc(SC)ccc1Cl | 2.9 | 1.3 | 10 | · | -0.1 | -2 | 1.2 | 0 | 5
Cc1ccc(-c2noc(COC(=O)c3ccco3)n2)cc1 | 0.9 | 0.4 | 7 | 0.6 | -4.3 | -1 | -1.5 | -10 | 2
COc1cccc(-n2ccn(CC(=O)NCCc3ccccc3)c(=O)c2=O)c1 | 0.4 | -0.8 | 11 | -4.3 | -2.3 | 0 | -0.3 | -2 | 10
O=C(c1ccc(F)cc1)N1CCC2(CC1)NCCc1[nH]cnc12 | 1.9 | -1.1 | 4 | · | 0.8 | -2 | -0.6 | -3 | 5
COc1cccc(CNC(=O)c2ccc(NC(=O)C3CCCO3)cc2)c1 (configuration not stated) | 2.0 | -0.2 | -6 | · | -3.3 | 1 | 0.5 | -6 | -2
CCOc1ccc(NC(=S)NS(=O)(=O)c2cc(Br)ccc2OCC)cc1 | -1.5 | · | -2 | -1.8 | -0.1 | 1 | · | · | ·
CC(C)(C)c1ccc(/C=N/OCC(=O)NCc2ccc(F)cc2)cc1 | 5.5 | 0.2 | 9 | · | -1.3 | -1 | 74* | 0 | -4
COCCn1cc(C(=O)c2ccccc2OCC(=O)Nc2cc(C)on2)cc(C#N)c1=O | -2.7 | -0.5 | 19 | -1.8 | -0.2 | -2 | 1.5 | 3 | -4
O=C(Cn1cncn1)c1ccc(Cl)cc1 | -0.6 | 2.5 | 3 | -1.7 | 0.1 | 4 | 1.8 | 18 | 5

Part of the list above with just FadD28 binding and UGM FP inh.
mol | FadD28 binding | UGM FP inh
COc1cccc(-n2ccn(CC(=O)NCCc3ccccc3)c(=O)c2=O)c1 | -2.3 | 0.4
Cn1c(Oc2ccncc2)nc2cc(-c3ccsc3)sc2c1=O | -5.4 | ·
